MT stabilize HCS: microtubule stabilizers in HeLa cells, primary screen, imaging, high-content imaging; HeLa tubulin immunostaining HCS, 24 h; share of cells brighter than vehicle mean+2SD; % tubulin-high responders, % at 10 µM; hit rate 0.83% among 200,000; AID 2205, 2009;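 active = plate Z-score above 3 for both tubulin-high and condensed-nucleus cell shares, with cell loss under 80%, at 10 µM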;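 note: anti alpha tubulin signal scored within the nucleus-defined area of each cell; some results filed as inactive read as strong as hits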
WT yeast gro inh: growth inhibition of WT strain, primary screen, mitochondrial fusion inhibitor project, WT and mutant strains, chemical genetic; mitochondrial fusion phenotypic screen; hit rate 2.1% among 190,000; inhibition, % at 10 µM; AID 1362, 2008; in the data active = inhibition above about 58%; tested in S. cerevisiae
bCat nuc transl: modulators of beta-catenin nuclear translocation, primary screen, imaging, HeLa cells, immunofluorescence, high-content; nuclear translocation activity, % at 5 µM; hit rate 0.3% among 190,000; AID 1665, 2009;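 active = nuclear translocation activity above 50% at 5 µM, with a well cell count of 50 or more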;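 note: per-cell ratio of nuclear to cytoplasmic median beta-catenin stain intensity; plate controls were DMSO negative control for no effect and GSK-3 inhibitor IX positive control for full effect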
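Signal – beta-catenin immunofluorescence imaging with DAPI · Test system – human HeLa cell line · Dosing – 5 µM primary single dose, 0.1% DMSO, 0.02–20 µM confirmation series · Measure – % activation, nuclear-to-cytoplasmic median beta-catenin signal ratio per cell · Incubation – 24 h compound exposure at 37°C, 5% CO2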
Yfh1-off respiration: enhancers of respiration in Yfh1-depleted yeast, dose response, Friedreich's ataxia, plus single-dose screen (AID 1465). S. cerevisiae Yfh1-off respiration, WST-1 reduction, 72 h; higher fold induction means a stronger effect. hit rate 0.074% among 220,000. fold induction at 50 µM; hits with a dose series show EC50 in µM;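 active = fold induction of absorbance versus untreated yeast above a set limit, then at least 30% activation at any dose in follow-up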;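 note: activators that raise dye reduction in frataxin-depleted yeast; strong numbers were not always called active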
PMI inhibition: human PMI inhibitors, high substrate, primary screen, biochemical, fluorescence intensity, high mannose 6-phosphate (AID 1220). Mannose-6-phosphate isomerase (Homo sapiens). recombinant PMI enzyme, coupled fluorescence intensity; higher % means a stronger effect. inhibition, % at 20 µM; hits with a dose series show IC50 in µM. hit rate 0.66% among 190,000
Autophagy mod: autophagy modulators in MEF cells, primary screen, imaging, high-content, MEF GFP-LC3; MEF GFP-LC3 puncta imaging; test concentration mostly 10 µM; hit rate 0.98% among 190,000; calls only at 10 µM (by protocol);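 active = percentage of spot-positive cells more than 3 SD above its plate mean, without a fluorescence outlier flag or 80% toxicity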;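 note: spot-positive cell cutoff set from DMSO-treated cells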
Dynein transport: inhibitors of GR-EGFP nuclear translocation, primary screen, dynein cargo transport inhibitor project, imaging, high-content, 3617.4 mouse cells | hit rate 0.47% among 220,000 | test concentration mostly 20 µM; stimulated with dexamethasone, 1 µM; hits give low values | AID 1381, 2008 | z-score, hits read low;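 active = plate z-score of nuclear minus cytoplasmic receptor signal below a set negative limit, without overly bright fluorescence or cell loss, cut at about -3.5 in these data, passing the limit was not always enough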;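 note: z-score of nuclear minus cytoplasmic ring GR-EGFP intensity difference per well; some compounds called inactive have numbers as strong as hits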
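Buffer or medium – tet-free medium with charcoal-stripped serum · Signal – automated 10x imaging of fixed Hoechst-stained cells · Also added – dexamethasone agonist, 1.0 µM final, for 30 min · Incubation – induction 48 h, compound 1 h, agonist 30 min · Read-out – GR-EGFP nuclear translocation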
Ins promoter up: insulin promoter activators in MIN6 cells, imaging, high-content screening, mouse beta cells | MIN6 insulin promoter-GFP reporter; hits give high values | z-score at 5 µM | hit rate 0.3% among 190,000 | AID 1625, 2009;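 active = z-score above 3 at 5 µM with at least 500 cells counted in the well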
human PMI inhibition: inhibitors of human PMI, primary screen, biochemical, fluorescence intensity, coupled assay (AID 1209); Mannose-6-phosphate isomerase (Homo sapiens); purified PMI enzyme, coupled fluorescence intensity; higher % means a stronger effect; one-dose inhibition, % at 20 µM; IC50 in µM for titrated hits; hit rate 0.42% among 190,000;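 note: plate controls were DMSO vehicle for no effect and wells lacking substrate for full effect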
WT yeast gro inh mutant strain: further read-out of WT yeast gro inh, marked with its call; inhibition, %; mitochondrial fusion phenotypic screen, mutant strain inhibition
Dynein transport cytoplasmic EGFP: further read-out of Dynein transport, marked with its call; z-score; measured here: cytoplasmic GR-EGFP intensity; hits give high values
Dynein transport nuclear GR-EGFP: further read-out of Dynein transport, marked with its call; z-score; measured here: nuclear GR-EGFP intensity;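 lower value marks the stronger effect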
Dynein transport cell count: recorded beside Dynein transport, whose call it bears; z-score; measured here: cell count per field
Ins promoter up cell count: further read-out of Ins promoter up, marked with its call; cell count; measured here: cytotoxicity, nuclei count;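 total cells summed across four imaged fields per well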
bCat nuc transl cell count 5 µM: second read-out of bCat nuc transl, no call of its own (marks repeat the call); cell count; measured here: cell count, cytotoxicity flag
MT stabilize HCS Hoechst-high %: recorded beside MT stabilize HCS, whose call it bears; % Hoechst-high responders; measured here: nuclear condensation Hoechst responders;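 share of cells brighter than vehicle mean plus two SD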
MT stabilize HCS cytotoxicity %: also measured in MT stabilize HCS; calls as there; toxicity, %; measured here: cytotoxicity by cell density;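 0% = mean cell density of plate MIN control wells and 100% = no cells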
Autophagy mod cell loss 18 h: also measured in Autophagy mod; calls as there; toxicity, %; measured here: cell loss, nuclei count;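 cell loss after 18 h compound exposure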
Numbers without * were called inactive; i = inactive; · = not tested or not shown. Cut-off read from the data, not from the text of the source, unless noted: active = inhibition above about 50%; inactive = the rest.

Values run as follows: MT stabilize HCS, MT stabilize HCS Hoechst-high %, MT stabilize HCS cytotoxicity %, WT yeast gro inh, WT yeast gro inh mutant strain, bCat nuc transl, bCat nuc transl cell count 5 µM, Yfh1-off respiration, PMI inhibition, Autophagy mod, Autophagy mod cell loss 18 h, Dynein transport, Dynein transport cytoplasmic EGFP, Dynein transport nuclear GR-EGFP, Dynein transport cell count, Ins promoter up, Ins promoter up cell count, human PMI inhibition
C#CCOCCOCCOCCNc1nc(N2CCOCC2)nc(N2CCN(C(=O)[C@H]([C@@H](C)CC)n3cc([C@@H](N)Cc4ccc(O)cc4)nn3)CC2)n1
 : 2.4, 1.8, 0.8, -2.9, -3.3, 0.6, 1072, i, -6.5%, i, 8.4, -0.512, -0.0319, 0.0824, -0.447, 0.55, 1436, -8.9%
N#C/C(=C1\CCCN1)c1ccc2ccccc2n1
 : 4.6, 2.3, 3.0, -13.3, 0.3, -1.9, 736, i, -1.5%, i, 3.6, -0.476, 0.126, 0.00938, 0.197, 0.52, 1026, -4.5%
CCOc1ccc(C(O)C(CN2CCOCC2)c2ccccc2)cc1 (stereo unspecified)
 : 2.2, 1.9, 1.7, 15.1, 7.5, 0.4, 1438, i, -7.2%, i, -7.3, 1.74, -0.258, -0.491, 0.552, -1.3, 1108, -4.1%
O=C(O)c1ccc(/C=N/NC(=O)c2cc(-c3ccc4c5c(cccc35)CC4)n[nH]2)cc1
 : 5.4, 4.4, 5.5, -12.2, -33.4, -1.4, 980, i, -3.6%, i, -6.3, 0.86, -0.21, 0.619, -0.583, -0.69, 1148, 0.8%
O=C(Nc1ccc(O)c(-c2nc3ccccc3o2)c1)C1(c2ccccc2)CCCC1
 : 1.9, 1.6, 7.0, 16.7, 15.8, 2.3, 1385, i, -5.6%, i, 12.6, 0.82, -0.139, 0.796, 0.902, 0.65, 1343, 5.9%
CC1=NN(C(=O)Cc2ccccc2)C(O)(c2ccccc2)C1 (stereo unspecified)
 : 2.1, 3.8, 6.8, -3.0, -19.4, -1.9, 1040, i, -9.4%, i, 1.4, -0.0182, -0.361, 0.182, 0.13, 0.19, 1112, -1.5%
CC(C)CCNC(=O)c1cc(-c2ccncc2)nc2ccc(S(=O)(=O)N3CCOCC3)cc12
 : 17.1*, 44.1*, 30.1*, 2.1, -28.8, -4.4, 597, i, 5.5%, i, 7.6, -0.475, -0.186, 0.645, -0.442, 0.51, 1019, 4.5%
CC(=O)NCCOc1cccc(OCCNC(C)=O)c1
 : 3.4, 1.7, 1.7, 5.9, 6.9, -3.8, 556, i, -1.9%, i, -1.5, 1.55, -0.263, 0.671, 0.815, ·, ·, -5.8%
Cc1cc(C)nc(SCC(=O)Nc2nonc2N)n1
 : 3.2, 2.3, 6.9, -1.9, 2.0, 0.5, 1529, i, -1.6%, i, -6.5, -1.05, -0.289, -0.467, 1.16, 0.27, 1373, 0.3%
Cc1occc1C(=O)N/N=C/c1ccc(Br)s1
 : 1.5, 0.7, 0.7, 9.9, 29.0, 1.8, 961, i, 6.9%, i, -5.2, -0.073, -0.0385, 0.154, -0.858, 0.51, 1372, 3.7%
O=C(Cc1ccc(-n2c(=O)c3ccccc3n(Cc3cccc([N+](=O)[O-])c3)c2=O)cc1)NCC1CCCO1 (stereo unspecified)
 : 6.1, 2.3, 12.0, -3.5, -21.2, 0.5, 1087, i, 5.3%, i, -13.2, 1.03, -0.14, 1.25, -2.57, -0.45, 1168, 4.2%
CCOc1ccc(NC(=O)CSc2ccccc2N)cc1
 : 5.9, 2.3, 6.7, -10.8, -6.2, -1.5, 980, i, 19.5%, i, 13.3, -0.624, -0.152, 0.203, 0.98, 0.11, 1638, -2.7%
O=C(CSc1ccccc1)Nc1ccccc1N1CCOCC1
 : 3.5, 2.6, 3.4, 5.9, 0.7, -0.7, 824, i, 5.1%, i, 12.4, -0.548, -0.163, -0.309, 0.939, -0.51, 1332, 7.3%
CCc1ccccc1NC(=O)Cn1nc(C(F)(F)F)cc1C1CC1
 : 2.5, 1.6, 4.1, 7.1, 9.6, -4.3, 944, i, 4.6%, i, -27.8, -0.128, -0.189, 0.231, 0.164, 0.58, 1497, 5.0%
CC(=O)c1c(C)[nH]c(C(=O)OCC(=O)Nc2ccc([N+](=O)[O-])cc2Cl)c1C
 : 3.8, 2.2, 0.3, 15.1, 5.8, ·, ·, i, -8.2%, i, 20.7, 1.37, -0.29, 0.425, -0.887, -0.44, 1466, -2.7%
Cc1ccc(C(=O)Nc2nc(-c3ccc([N+](=O)[O-])cc3)cs2)o1
 : 3.9, 2.4, 6.0, 2.8, -4.5, -1.0, 1017, i, -6.8%, i, 7.8, -0.633, -0.222, 0.49, 0.0581, ·, ·, 2.2%
Cc1nc(NC(=O)CN(C)S(=O)(=O)c2ccc(Cl)cc2)sc1C
 : 5.2, 2.7, 6.1, 1.9, -5.0, ·, ·, i, -1.6%, i, 15.5, 0.24, 1.21, 0.223, 0.913, ·, ·, -2.9%
COc1ccc(NC(=O)CNS(=O)(=O)c2cccs2)cc1
 : 6.1, 2.5, 4.1, -15.8, -2.2, -0.5, 1103, i, 0.9%, i, 8.7, -0.735, -0.174, 0.178, 0.372, -0.05, 1923, 4.3%
COc1ccc(-n2c(COc3ccccc3)nnc2SCc2ccc(C#N)cc2)cc1
 : 3.4, 0.3, 27.3, 15.0, 18.1, ·, ·, i, 15.7%, i, -7.8, 0.337, -0.291, 0.486, 0.522, ·, ·, 13.2%
COCCn1c(-c2cc(OC)c(OC)c(OC)c2)nc2oc3ccccc3c(=O)c2c1=O
 : ·, ·, ·, ·, ·, -3.3, 1105, i, 6.6%, ·, ·, ·, ·, ·, ·, -0.61, 769, 14.0%
Cc1ccc(C)c(N(C)S(=O)(=O)c2cccc3nsnc23)c1
 : 3.2, 2.7, 7.8, 8.6, -0.6, -2.7, 1118, i, 2.2%, i, 16.2, 0.319, -0.116, 0.458, 0.232, -0.48, 1268, 7.2%
CCC1(CC)C(=O)N=C2c3ccccc3C(=O)N21
 : 4.0, 2.2, 0.3, -0.4, -5.5, 1.4, 1194, i, -2.6%, i, 13.5, 0.432, -0.173, 0.47, 0.0689, 0.42, 1302, 0.5%
COc1cccc(NC(=O)CN2C(=O)C(c3ccc(C)cc3)=NC23CCCCCC3)c1
 : 3.8, 1.3, 4.2, 12.7, 10.7, 1.7, 1127, ·, 13.4%, i, 13.2, 1.65, -0.184, 0.628, -0.867, 0.41, 1576, 15.9%
CCCn1c(=O)c2ccccc2n2c(SCC(=O)c3ccccc3)nnc12
 : 3.5, 2.7, 12.4, 5.6, -2.7, -3.9, 1135, i, -8.3%, i, 5.9, -1.28, -0.241, -0.655, 0.905, -0.42, 818, 6.9%
O=c1[nH][nH]cc1C=Nc1ccccc1Cl
 : 2.3, 1.3, 5.6, -22.9, 11.9, -2.8, 1157, i, -8.1%, i, -2.3, 1.04, -0.297, 0.763, -1.37, -0.54, 1132, -9.0%
CCC(C)NC(=O)c1ccccc1SC (stereo unspecified)
 : 2.1, 3.1, 8.0, 10.8, 11.3, 0.3, 1523, i, -13.1%, i, 14.1, -0.662, -0.312, 0.267, 0.673, -0.1, 1564, -1.8%
O=C1CS/C(=N/N=C/c2ccccc2OS(=O)(=O)c2ccccc2)N1
 : 2.7, 3.1, 1.2, 5.4, 3.4, ·, ·, i, 9.5%, i, -10.6, -0.721, -0.336, -0.657, 1.12, 0.2, 1198, 4.8%
COc1cc(CCC(=O)OCC(=O)Nc2ncc(Cl)cc2Cl)cc(OC)c1OC
 : 1.3, 1.7, 10.7, 7.0, 0.3, ·, ·, i, -6.5%, i, -2.8, -0.326, -0.201, -0.169, 0.368, ·, ·, -2.6%
CCOC(=O)c1ccc2c(c1)nc(SCC(=O)NC(C)C)n2CC
 : 2.1, 1.3, 3.6, -5.4, -13.9, -1.9, 1081, i, -3.9%, i, 6.4, 0.592, -0.172, 0.966, 0.0635, ·, ·, -5.5%
COc1ccc2nc(SCC(=O)NN)cc(C)c2c1
 : 3.2, 1.6, 4.1, 6.7, 13.6, -1.1, 1411, i, 14.2%, i, 10.5, -0.443, -0.145, -0.888, 0.752, 0.41, 1500, 12.7%
CC(=O)C1=C(O)C(=O)N(CCC(=O)O)C1c1ccc(Cl)cc1Cl (stereo unspecified)
 : 1.0, 1.3, 14.7, -5.8, -0.5, ·, ·, i, -33.8%, i, -5.6, 1.86, 0.19, 0.477, -0.681, ·, ·, -17.7%

Bioassay records deposited in PubChem BioAssay by several laboratories.
